PLC-gamma1 inh: PLC-gamma1 enzyme inhibitors, primary screen, biochemical, fluorescence, purified enzyme; fluorogenic substrate; 1-phosphatidylinositol 4,5-bisphosphate phosphodiesterase gamma-1 (Homo sapiens), P19174; inhibition, % at 12.2 µM; actives 0.84% (n = 370,000); AID 720700, 2013; in the data active = inhibition above about 9.5%
ADAM17 inh: ADAM17 inhibitors, primary screen, biochemical, QFRET; Disintegrin and metalloproteinase domain-containing protein 17 (Homo sapiens), P78536; AID 720648, 2013; inhibition, % at 6.95 µM; actives 0.83% (n = 370,000); recombinant ADAM17, EDANS/DABCYL FRET peptide cleavage;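 active = inhibition above the mean of compounds lying between control limits plus 3 SD, set per campaign, cut at about 8.5% in these data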;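 note: 0% = DMSO-only wells as the low control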
Target sequence (P78536 215-824 limits assumed): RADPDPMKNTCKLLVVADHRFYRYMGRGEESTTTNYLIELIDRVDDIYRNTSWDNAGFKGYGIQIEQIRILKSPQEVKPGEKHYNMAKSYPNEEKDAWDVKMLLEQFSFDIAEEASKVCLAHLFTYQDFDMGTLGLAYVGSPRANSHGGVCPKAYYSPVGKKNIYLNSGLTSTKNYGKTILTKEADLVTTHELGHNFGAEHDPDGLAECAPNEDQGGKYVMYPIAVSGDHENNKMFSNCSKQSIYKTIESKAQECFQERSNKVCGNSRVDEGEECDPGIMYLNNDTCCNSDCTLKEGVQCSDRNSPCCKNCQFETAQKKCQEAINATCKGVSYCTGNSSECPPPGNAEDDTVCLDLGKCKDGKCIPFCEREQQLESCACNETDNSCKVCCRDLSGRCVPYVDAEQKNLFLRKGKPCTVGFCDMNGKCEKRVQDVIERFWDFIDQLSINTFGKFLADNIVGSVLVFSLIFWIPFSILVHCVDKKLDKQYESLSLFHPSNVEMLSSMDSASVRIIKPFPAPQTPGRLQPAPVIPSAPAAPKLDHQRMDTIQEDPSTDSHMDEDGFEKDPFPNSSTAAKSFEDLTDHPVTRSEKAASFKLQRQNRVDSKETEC
DAX1 inh-1: DAX1 (NR0B1) inhibitors, primary screen, cell-based, HEK293, Gal4-DAX1, luciferase luminescence | Nuclear receptor subfamily 0 group B member 1 (Homo sapiens), P51843 | AID 504766, 2011 | actives 0.99% (n = 340,000) | HEK293 Gal4-DAX1 luciferase reporter | inhibition, % at 6.75 µM;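 active = inhibition above the mean over all tested compounds plus 3 SD, cut at about 4.2% in these data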;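 note: 0% = DAX1-transfected cells with DMSO and 100% = empty-vector control cells with DMSO; inhibition shows as a rise in luminescence from relieved DAX1 repression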
hgDAF-12 ag: H. glycines DAF-12 receptor agonists, primary screen, cell-based, luminescence, HEK293, GAL4 fusion, UAS-luciferase. Nuclear hormone receptor DAF-12 (Heterodera glycines), GAL4 fusion. HEK293 GAL4-hgDAF12 UAS-luciferase reporter, agonist luminescence; normalized to butyrate control. activation, % at 6.8 µM. actives 1.8% (n = 370,000). AID 687014, 2013;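 active = activation above a cutoff set at the mean of all screened compounds plus 3 SD, cut at about 10% in these data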;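 note: 0% = DMSO wells and 100% = sodium butyrate wells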
PLC-beta3 inh: human PLC-beta3 inhibitors, primary screen, biochemical, fluorescence; 1-phosphatidylinositol 4,5-bisphosphate phosphodiesterase beta-3 (Homo sapiens), Q01970; actives 0.18% (n = 370,000); Purified PLC-beta3, fluorogenic substrate; inhibition, % at 12.2 µM; in the data active = inhibition above about 11%;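 note: 0% = median of compound wells on plate and 100% = full blocker control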
sPLA2-III inh: human group III sPLA2 inhibitors, primary screen, biochemical, QFRET, BODIPY PC-A2 liposome substrate | QFRET BODIPY PC-A2 liposome hydrolysis, fluorescence | inhibition, % at 12.2 µM | Group 3 secretory phospholipase A2 (Homo sapiens), Q9NZ20 | actives 0.56% (n = 370,000);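 active = inhibition above mean plus 3 SD of compounds lying within the high and low control bounds, cut at about 19% in these data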;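 note: 0% = median of test compound wells and 100% = no enzyme DMSO wells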
Target sequence (Q9NZ20 whole entry, looked up): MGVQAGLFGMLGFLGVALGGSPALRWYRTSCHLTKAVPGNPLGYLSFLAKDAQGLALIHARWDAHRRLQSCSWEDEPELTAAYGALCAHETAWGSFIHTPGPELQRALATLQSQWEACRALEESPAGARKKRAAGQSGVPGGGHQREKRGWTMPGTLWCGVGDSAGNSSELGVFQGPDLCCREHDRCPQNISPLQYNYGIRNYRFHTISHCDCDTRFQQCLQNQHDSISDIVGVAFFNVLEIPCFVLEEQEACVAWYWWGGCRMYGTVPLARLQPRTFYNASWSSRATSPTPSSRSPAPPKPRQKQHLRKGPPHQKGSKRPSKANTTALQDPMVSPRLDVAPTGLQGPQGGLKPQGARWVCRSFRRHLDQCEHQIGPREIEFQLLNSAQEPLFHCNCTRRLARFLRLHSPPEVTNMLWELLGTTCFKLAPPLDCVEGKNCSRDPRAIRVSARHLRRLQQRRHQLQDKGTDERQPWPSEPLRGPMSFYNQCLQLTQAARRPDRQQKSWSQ
ssDAF12 agonist: S. stercoralis DAF-12 nuclear receptor activators, primary screen, cell-based, luminescence, HEK293, GRIP1 co-expression, lit1-tk-luc. Nuclear hormone receptor DAF-12 (Strongyloides stercoralis). activation, % at 6.8 µM. actives 1% (n = 370,000). HEK293 ssDAF-12/GRIP1 lit1-tk-luc reporter; % of 3 µM dafachronic acid response;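 active = activation above the mean over all tested compounds plus 3 SD, cut at about 0.9% in these data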;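 note: 0% = DMSO-only wells and 100% = 3 µM delta7-dafachronic acid wells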
GAA850 FXN act: FXN promoter activators, primary screen, cell-based, luciferase luminescence, HEK293 lucGAA850 | HEK293 lucGAA850 FXN promoter luciferase reporter, 24 h; percent of 10 µM SAHA response | activation, % at 6 µM | actives 0.56% (n = 360,000) | AID 540364, 2011;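 active = activation above the average of all compounds screened plus 3 SD, cutoff fixed separately per campaign, cut at about 7.5% in these data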;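 note: 0% = DMSO wells and 100% = 10 µM SAHA wells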
ADAM10 inh: human ADAM10 inhibitors, primary screen, biochemical, QFRET, HTS | actives 0.62% (n = 370,000) | recombinant ADAM10, EDANS/DABCYL FRET peptide cleavage, 3 h | Disintegrin and metalloproteinase domain-containing protein 10 (Homo sapiens), O14672 | inhibition, % at 7 µM | AID 720582, 2013;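 active = inhibition above a per-campaign cutoff equal to the mean of compounds falling between control-based bounds plus 3 SD, cut at about 20% in these data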;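 note: 0% = DMSO wells while the 100% control is not disclosed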
hcDAF-12 act: H. contortus DAF-12 nuclear receptor activators, primary screen, cell-based, luminescence, HEK293, lit1-tk-luc reporter. AID 652067, 2013. actives 1.4% (n = 370,000). HEK293 hcDAF-12 lit1-tk-luc reporter; 0% DMSO, 100% Δ7-dafachronic acid. activation, % at 6.8 µM;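 active = activation above the mean of all tested compounds plus 3 SD, cut at about 5.5% in these data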;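 note: 100% = response to 3 µM Δ7-dafachronic acid high control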
DAX1 inh-2: DAX1 (NR0B1) inhibitors on StAR promoter, primary screen, cell-based, luminescence, SF-1 (NR5A1), full-length DAX-1; HEK293T StAR-luciferase reporter, SF-1/DAX-1 repression relief; inhibition, % at 6.8 µM; actives 1.1% (n = 370,000); AID 652010, 2013;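 active = inhibition above the mean over all tested compounds plus 3 SD, cut at about 3.6% in these data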;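 note: 0% = DAX-1 cells with DMSO and 100% = cells lacking DAX-1 with DMSO; higher inhibition means more luminescence from relief of DAX-1 repression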
* = called active by the depositor; nt = not tested or not shown; & = joins results of further samples; ! = a repeat was not active.

SMILES	PLC-gamma1 inh	ADAM17 inh	DAX1 inh-1	hgDAF-12 ag	PLC-beta3 inh	sPLA2-III inh	ssDAF12 agonist	GAA850 FXN act	ADAM10 inh	hcDAF-12 act	DAX1 inh-2
COc1ccc(NC(=O)COC(=O)c2ccc(S(=O)(=O)N(C)c3ccccc3OC)cc2)cc1OC	4	1	-0.6	2.2	-7	-14	-1.7	-1.6	2	0.4	1.0
CSc1ccccc1NC(=O)CN(C)C(=O)Cc1c(F)cccc1Cl	-2	-1	-0.2	-1.5	-4	3	-0.5	1.9	-4	-0.3	0.0
N#CC(Cc1cccc(CC(C#N)(c2ccccc2)c2ccccc2)c1)(c1ccccc1)c1ccccc1	2	4	1.5	-0.9	4	9	-1.1	0.0	0	-2.7	0.3
CCC(C)c1ccc(OCC(=O)Nc2ccc3c(c2)C(=O)NC3=O)cc1 (centres undefined)	-12	-18	0.0	-1.1	-22	-1	-1.2	-2.3	-76	-2.1	0.0
COc1ccc(CCNC(=O)CC2C(=O)NCCN2CC(C)(C)C)cc1 (centres undefined)	-5	-3	-0.8	0.7	-6	-1	-0.5	3.3	-13	0.1	0.5
CC(=O)N1c2ccccc2C(C)=CC1(C)C	0	1	-1.1	-1.4	-6	-2	-0.3	-0.6	2	0.1	-0.2
CCCOc1ccc2c(=O)c(-c3cc(C(=O)OC)oc3C)c(C)oc2c1	-2	-4	-1.4	-2.5	-2	-2	-2.0	0.7	-7	-4.3	-1.8
C[C@@H]1O[C@@H](O[C@H]2[C@H](O)[C@@H](O)[C@H](Oc3c(-c4ccc(O)c(O)c4)oc4cc(O)cc(O)c4c3=O)O[C@@H]2CO)[C@H](O)[C@H](O)[C@H]1O	0	1	-0.3	-0.1	-7	4	-0.4	1.6	5	0.5	0.2
COc1ccc(Cl)c(CNC[C@H]2O[C@@H](n3cnc(C(N)=O)n3)[C@H](O)[C@@H]2O)c1	-1	-3	0.9	1.5	-1	4	-0.8	0.3	-7	0.1	-0.1
O=C(Nc1cccnc1)C1(c2ccc(Cl)cc2)CCCC1	-3	-1	0.5	0.1	-1	1	-1.8	-2.8	-6	-1.2	0.3
O=C(c1n[nH]c(=O)c2ccccc12)N1CCOCC1	3	-5	-0.1	-0.9	-4	7	-1.4	-2.2	2	-1.5	-0.6
O=C(NCc1ccccn1)c1cc(Cl)ccc1OCc1ccccc1	0	-4	1.4	0.9	-6	-8	-1.0	-0.1	-5	-1.8	-2.4
O=C1N(c2ccccc2)c2ccccc2C1(O)C(F)(F)F (centres undefined)	4	6	-0.9	-0.7	3	-9	-0.8	2.1	1	-0.8	-0.3
COCCN(C(=O)CC1CCCCC1)c1c(N)n(CC(C)C)c(=O)[nH]c1=O	-1	-10	-0.1	-0.8	-5	5	-1.1	0.8	-59	-0.5	1.3
COc1ccc(C(=O)/C(C#N)=N/Nc2ccccc2[N+](=O)[O-])cc1	0	-4	-0.2	1.5	4	-6	-2.0	-6.0	-5	0.9	-0.7
CNC(=S)N1CCC(Cc2ccccc2)CC1	0	-4	-0.1	2.1	-5	6	-1.1	0.2	4	0.9	0.6
CC(C)(C)Cc1nnc(NS(=O)(=O)c2ccc([N+](=O)[O-])cc2)s1	-3	-4	-0.4	-1.2	-7	-24	-0.7	-0.5	1	-1.3	-0.8
CCOc1ccc(Nc2nc3ccccc3n3cnnc23)cc1	-19	-2	1.7	6.1	-36	4	-1.8	4.5	8	-1.8	0.1
Cc1ccc(S(=O)(=O)N(CC(=O)NCc2ccco2)Cc2ccc(F)cc2)cc1	-1	-4	1.6	-1.5	0	-4	-0.8	2.1	-1	-1.4	-0.6
CC(C)CC(=O)N/C(N)=N/c1nc2ccccc2s1	-5	1	0.8	9.1	-4	-8	0.5	4.5	8	8.5*	4.4*

Complete entries, looked up by structure. Order of screens: PLC-gamma1 inh | ADAM17 inh | DAX1 inh-1 | hgDAF-12 ag | PLC-beta3 inh | sPLA2-III inh | ssDAF12 agonist | GAA850 FXN act | ADAM10 inh | hcDAF-12 act | DAX1 inh-2
Profile of CNC(=S)N1CCC(Cc2ccccc2)CC1 → 0 | -4 | -0.1 | 2.1 | -5 | 6 | -1.1 | 0.2 | 4 | 0.9 | 0.6
Profile of O=C(Nc1cccnc1)C1(c2ccc(Cl)cc2)CCCC1 → -3 | -1 | 0.5 | 0.1 | -1 | 1 | -1.8 | -2.8 | -6 | -1.2 | 0.3

(cont.)
SMILES	PLC-gamma1 inh	ADAM17 inh	DAX1 inh-1	hgDAF-12 ag	PLC-beta3 inh	sPLA2-III inh	ssDAF12 agonist	GAA850 FXN act	ADAM10 inh	hcDAF-12 act	DAX1 inh-2
CC(C)NCC(O)c1ccc2ccccc2c1 (centres undefined)	0	-6	0.1	0.7	3	1	-1.1	2.3	-20	-0.3	0.1
Nc1nc(NCc2ccco2)nc(NC2CCCCC2)c1[N+](=O)[O-]	3	-5	nt	-2.1	-5	8	-1.3	3.5	2	1.2	-0.5
CCCNC(=O)/C=C/c1ccc(C(C)C)cc1	-3	-1	5.0*	6.9	0	1	-1.0	3.8	0	0.2	1.1
S=C1N(c2ccccc2)CN(C2CCCCC2)CN1c1ccccc1	2	-6	-1.9	1.0	-7	14	-1.2	0.0	-1	0.9	0.1
CC(=O)N1c2ccc(S(=O)(=O)N3CCCC3)cc2CC1C(=O)NCc1ccc(N(C)C)cc1 (centres undefined)	-2	-2	0.1	1.7	-6	3	-1.1	0.1	1	0.4	-0.5
CCN(Cc1nc2ccccc2c(=O)[nH]1)Cc1nc2ccsc2c(=O)[nH]1	-6	-1	-0.5	-0.2	-17	2	-1.2	-1.4	-2	-0.5	0.0
CN(C)c1ccc(/C=C/C(=O)c2cc(Cl)ccc2O)cc1	-1	1	0.0	-0.2	-12	5	-1.2	3.3	0	-3.0	0.2
c1ccc(-c2n[nH]c(-c3ccccn3)n2)nc1	4&-1	-5&-2	0.7&2.5	7.6&9.6	3&-11	7&-6	0.0&0.2	7.7*!	1&-2	1.6&1.6	3.0&0.9
CC(C)CNC(=O)C1Nc2ccc(OC(F)(F)F)cc2C2C=CCC12 (centres undefined)	-39	-13	0.9	-0.2	-63	6	-0.7	-0.4	-28	-1.1	-0.7
CCCOC(=O)c1cc2ccccc2oc1=O	-17	-29	1.5	1.8	-17	-4	-1.9	0.5	-75	-0.8	0.8
O=C1CN(C(=O)COC(=O)[C@@H]2CC(O)CN2S(=O)(=O)c2ccc(Cl)cc2)c2ccccc2N1 (some centres undefined)	2	-3	2.2	0.7	5	-7	-1.3	-0.3	0	-0.7	-0.1
Cc1ccccc1-n1nnc2c(=O)oc3ccccc3c21	-1	0	-0.4	-1.8	1	3	-1.3	-2.8	-10	-2.0	-0.1
COc1cc(/C=C2/CCc3ccccc3C2=O)cc(OC)c1OC	-18	2	-1.9	-1.5	-25	-4	-2.4	4.8	16	-3.4	-1.5
Cc1ccc(N(CC(=O)NCc2ccc(F)cc2)C(=O)c2csnn2)cc1C	-3	-1	0.9	-0.8	1	-2	-0.6	1.8	0	0.7	-0.3
COc1ccc(C(=O)Nc2ccc(Br)cc2F)cc1S(=O)(=O)N1CCCC1	2	-1	-1.8	-3.7	1	-9	-1.2	-0.3	3	-1.9	-0.3
COc1cc2c(cc1NC(=O)C(C)Sc1nc3ccccc3n1C)oc1ccccc12 (centres undefined)	5	1	-0.7	-2.6	4	5	-0.1	3.2	1	0.6	-0.1
CC(C)(C)CC(C)(C)NC(=S)N1CCN(Cc2ccc3c(c2)OCO3)CC1	2	-3	1.6	0.2	3	1	-1.5	0.7	0	-0.1	0.1
N#Cc1ccc(OCC(=O)N(C2CCCCC2)C2CCS(=O)(=O)C2)cc1 (centres undefined)	1	-2	-0.4	3.9	-3	-4	-0.2	1.0	-1	-0.4	0.8
O=C(c1cc(-c2ccco2)nn1-c1cccc(Cl)c1)N1CCCCC1	-4	0	-0.4	-2.6	-7	-7	-0.2	1.3	-4	5.2	-0.2
O=S1(=O)N[C@@H](CC2=CCCCC2)C2CCCCC2O1 (some centres undefined)	4	4	-0.1	2.8	0	2	-1.0	0.3	19	1.3	0.5
O=C(O)CSc1cc(C(F)(F)F)nc(-c2ccccn2)n1	1	-2	0.4	1.3	2	-1	-1.0	0.7	4	0.3	-0.1
CC1CC(C)CN(S(=O)(=O)N2CCCC(C(=O)NCCCN3CCCCC3C)C2)C1 (centres undefined)	1	-2	1.2	-0.9	-2	9	-0.3	-0.2	-13	0.2	1.0
CCCCCNCc1ccc(Cl)cc1	1	0	-1.2	-0.1	-2	2	-1.4	2.3	6	-0.1	-0.1
O=C(C1CC(=O)N(C2CCCC2)C1)N1CCN(c2ccccc2)CC1 (centres undefined)	-1	2	-0.1	-1.8	-3	2	-0.8	0.8	0	-2.4	0.8
CCOC(=O)[C@@H]1[C@H]2COc3ccc(Br)cc3[C@@H]2N2C(=O)N(c3ccc(F)cc3)C(=O)[C@@]12C	-1	-5	0.9	-0.7	-1	1	-1.0	3.6	4	-0.7	0.3
O=C1CN(C(=O)CSc2nc3ccccc3c(=O)n2CC2CCCO2)c2ccccc2N1 (centres undefined)	0	-3	-0.7	-2.5	0	0	-1.2	1.5	-10	-0.5	-0.9
CC(C)/C=N/NC(=O)c1ccc(Cl)cc1	0	-3	0.1	-0.3	-5	5	0.0	1.8	1	0.2	-0.1
O=C(NCCN1C(=O)C2C3C=CC(C3)C2C1=O)Nc1cccnc1 (centres undefined)	1	-2	-1.3	-0.5	-2	5	-0.7	-2.6	-15	-1.4	-0.1
C#CCOc1ccc(Cl)cc1/C=N/O	-2	-5	0.2	-1.2	1	2	-1.7	2.8	-5	-1.6	0.0
Cc1[nH]n(-c2ccccc2)c(=O)c1/C=N/N(C)c1ccccc1	4	-1	0.2	-0.5	1	-2	1.8*	0.6	0	2.8	-0.2
Cc1ccc(C(=O)OCC(=O)N2CC(C)CC(C)C2)cc1S(=O)(=O)N1CCOCC1 (centres undefined)	-1	-4	-0.9	-3.7	-9	1	-0.7	0.6	-7	-1.2	0.6
Cc1cc(N2CCNC[C@H]2C)ccc1N1CCN(Cc2ccccc2)[C@@H](C)C1	-1	-5	nt	1.1	0	13	-0.4	nt	-10	-0.7	-1.3

From PubChem
